CHRM5 agonist: human M5 muscarinic receptor agonists, primary screen, CHO-K1 cells, Fluo-8 calcium fluorescence. Muscarinic acetylcholine receptor M5 (Homo sapiens), P08912. CHO-K1 hM5 cells; 0% DMSO wells, 100% maximal acetylcholine response. activation, % at 3 µM. hit rate 0.19% among 360,000. AID 624037, 2012;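 active = activation above the run's mean over test compounds plus 3 SD, cut at about 23% in these data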;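 note: signal is peak over basal fluorescence ratio across the kinetic read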
Target sequence (P08912 whole entry, looked up): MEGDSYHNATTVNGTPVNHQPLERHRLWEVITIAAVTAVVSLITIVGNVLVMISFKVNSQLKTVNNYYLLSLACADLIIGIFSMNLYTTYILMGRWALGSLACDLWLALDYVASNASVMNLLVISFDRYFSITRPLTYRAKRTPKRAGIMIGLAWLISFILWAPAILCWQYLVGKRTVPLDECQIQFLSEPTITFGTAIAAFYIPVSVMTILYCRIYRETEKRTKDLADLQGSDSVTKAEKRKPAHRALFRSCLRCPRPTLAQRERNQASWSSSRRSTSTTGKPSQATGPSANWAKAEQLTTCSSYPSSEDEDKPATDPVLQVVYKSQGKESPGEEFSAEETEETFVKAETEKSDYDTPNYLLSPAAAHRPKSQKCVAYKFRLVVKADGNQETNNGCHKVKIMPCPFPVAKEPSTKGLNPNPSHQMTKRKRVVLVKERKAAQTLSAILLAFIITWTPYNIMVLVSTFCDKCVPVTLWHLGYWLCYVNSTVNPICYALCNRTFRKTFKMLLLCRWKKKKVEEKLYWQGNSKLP
M4 ag: human M4 muscarinic receptor agonists, primary screen, CHO-K1 cells, Fluo-8 calcium fluorescence. CHO-K1 hM4/Gqi5; vehicle 0%, full acetylcholine response 100%. activation, % at 3 µM. hit rate 0.14% among 360,000. AID 624127, 2012;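 active = activation above the run mean over all test wells plus 3 SD, cut at about 32% in these data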;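 note: peak over basal fluorescence ratio per well then scaled between controls; 0% = DMSO wells and 100% = acetylcholine at EC100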
CHO-K1 Ca ag: counter-screen for M1 agonists: effect in parental CHO-K1 cells; activation, % at 3 µM; Fluo-8 calcium fluorescence; scaled to maximal ATP response, vehicle zero; AID 602248, 2012; hit rate 0.48% among 360,000; in the data active = activation above about 15%;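 note: untransfected CHO-K1 host cells lacking M1 receptor as counterscreen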
CHO-K1 Ca antag: M1 antagonist counterscreen hit in parental CHO-K1 cells | ATP-induced calcium, Fluo-8 fluorescence | inhibition, % at 3 µM | hit rate 0.6% among 360,000 | AID 602250;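 active = inhibition above a per-plate cutoff, the plate's mean sample inhibition plus 3 SD, cut at about 24% in these data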;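 note: 0% = DMSO plus EC80 ATP and 100% = DMSO alone without ATP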
CHRM4 PAM: human M4 muscarinic receptor positive allosteric modulators, primary screen, CHO-K1 cells, Fluo-8 calcium fluorescence. Muscarinic acetylcholine receptor M4 (Homo sapiens), P08173. CHO-K1 hM4/Gqi5, ACh EC20; 0% = ACh EC20, 100% = maximal ACh. activation, % at 3 µM. hit rate 0.4% among 360,000. AID 624126, 2012;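 active = activation above its plate's cutoff, the mean activation of sample wells plus 3 SD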; note: some results filed as inactive read as strong as hits
CHO-K1 Ca PAM: nonselective calcium activators in parental CHO-K1 cells, primary screen, counter-screen for M1 PAM project, cell-based, Fluo-8 calcium fluorescence, full deck, 1536-well. ATP EC20; 0% at ATP EC20, 100% at ATP max. activation, % at 3 µM. hit rate 0.02% among 360,000;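 active = activation above the run cutoff, the mean activation of all test compounds plus 3 SD, cut at about 40% in these data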;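 note: peak over basal fluorescence ratio in a 140 s read after ATP addition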
CHRM4 antagonist: human M4 muscarinic receptor antagonists, primary screen, CHO cells, Fluo-8 calcium fluorescence; CHO-hM4 cells, ACh EC80; Muscarinic acetylcholine receptor M4 (Homo sapiens), P08173; hit rate 0.73% among 360,000; inhibition, % at 3 µM;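 active = inhibition above its plate's cutoff, the mean inhibition of sample wells plus 3 SD, cut at about 27% in these data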;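 note: 0% = acetylcholine EC80 with DMSO and 100% = DMSO without agonist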
M5 PAM: human M5 muscarinic receptor positive allosteric modulators, primary screen, CHO-K1 cells, Fluo-8 calcium fluorescence. CHO-K1 hM5, ACh EC20 PAM; 0% = ACh EC20, 100% = ACh EC100. activation, % at 3 µM. hit rate 0.3% among 360,000;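 active = activation above the run cutoff, the mean activation of all test compounds plus 3 SD, cut at about 18% in these data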
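Probe or stimulus: acetylcholine, EC20 level; Assay system: human M5 receptor in CHO-K1 cells; Schedule: compound preincubation 140 s before EC20 acetylcholine addition; Technique: intracellular calcium via Fluo-8 fluorescence; Dosing: single-point, 3 µM nominal; Read-out basis: percent activation from peak-over-basal fluorescence ratio, scaled EC20-to-EC100 acetylcholine; Repeats: one well per compound, no replicates.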
CHRM5 antagonist: human M5 muscarinic receptor antagonists, primary screen, CHO cells, Fluo-8 calcium fluorescence | inhibition, % at 3 µM | hit rate 0.59% among 360,000 | CHO-hM5 cells, ACh EC80;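 active = inhibition above a per-plate cutoff, the mean of that plate's test compounds plus 3 SD, cut at about 27% in these data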;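 note: 0% = acetylcholine EC80 with DMSO and 100% = DMSO without agonist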
* marks the source's active call; other numbers are inactive results; x = no result given. This is a random part of the collection (roughly 2.7% active in at least one column).

item	Structure	CHRM5 agonist	M4 ag	CHO-K1 Ca ag	CHO-K1 Ca antag	CHRM4 PAM	CHO-K1 Ca PAM	CHRM4 antagonist	M5 PAM	CHRM5 antagonist
1	COc1ccc(C(=O)NC(=S)Nc2ccc3c(c2)Cc2ccccc2-3)cc1	1	1	0.0	-9	-1	8	5	1	-5
2	Cc1ccc(NC(=O)Cc2ccc(Cl)cc2)nc1	0	0	0.3	-7	6	10	-9	3	-2
3	COc1ccc(C2=NCCc3cc(OC)c(OC)cc32)cc1	-3	2	-0.2	-5	20	14	-12	0	2
4	Cc1ccc(SCC(=O)Nc2ccc(N3CCOCC3)cc2)cc1C	0	2	0.2	1	7	-16	-13	8	-3
5	NC(=O)[C@@H]1CCCCNc2c(F)cc([N+](=O)[O-])cc2C(=O)N[C@@H](CC(=O)O)C(=O)N[C@@H](CCC(=O)O)C(=O)N1	4	2	0.5	-8	3	9	3	2	4
6	Cc1nn(-c2ccccc2)c(Oc2ccccc2)c1C=O	-10	-2	-0.8	-17	-1	24	-4	-1	5
7	O=C(CNS(=O)(=O)c1ccc2ccccc2c1)Nc1ccc(F)c(F)c1F	-2	2	1.8	-7	-1	10	-3	8	2
8	CCO[C@H]1OC(C(=O)N2CCCCCCC2)=C[C@@H](C2CCCCC2)[C@@H]1CCCO	-1	0	3.8	-11	4	15	1	5	1
9	CCc1ccc(/C(C)=N\Nc2ccc([N+](=O)[O-])cc2)cc1	-3	0	0.8	-1	-2	0	18	-5	2
10	COc1ccc(NC(=O)COC(=O)Cc2c[nH]c3ccccc23)cc1Cl	3	4	0.7	-6	3	7	2	-5	14
11	Cc1ccc(-c2ccc(=O)n(CC(=O)NCCN(C)C)n2)cc1	-3	-1	14	7	16	12	-7	3	-3
12	Cc1occc1C(=O)NCCCCc1ccccc1	-4	0	0.5	1	0	-5	-6	8	1

The list goes on; the last four above are carried over.
item	Structure	CHRM5 agonist	M4 ag	CHO-K1 Ca ag	CHO-K1 Ca antag	CHRM4 PAM	CHO-K1 Ca PAM	CHRM4 antagonist	M5 PAM	CHRM5 antagonist
9	CCc1ccc(/C(C)=N\Nc2ccc([N+](=O)[O-])cc2)cc1	-3	0	0.8	-1	-2	0	18	-5	2
10	COc1ccc(NC(=O)COC(=O)Cc2c[nH]c3ccccc23)cc1Cl	3	4	0.7	-6	3	7	2	-5	14
11	Cc1ccc(-c2ccc(=O)n(CC(=O)NCCN(C)C)n2)cc1	-3	-1	14	7	16	12	-7	3	-3
12	Cc1occc1C(=O)NCCCCc1ccccc1	-4	0	0.5	1	0	-5	-6	8	1
13	O=C(COC(=O)C1CC2CCCC(C1)C2=O)NC(=O)c1ccc(OC(F)F)cc1 (stereo unspecified)	-6	0	0.3	12	2	-24	-4	-2	12
14	N#CCSc1nc(-c2ccccc2)nc2ccc(F)cc12	-6	1	-0.3	4	0	-2	-11	5	11
15	FC(F)(F)c1nc(Oc2ccccc2)c2ccccc2n1	-11	-2	0.5	-21	-6	16	-5	-5	4
16	CC(=O)NCc1ccc(S(=O)(=O)N2CCN(c3ccccn3)CC2)cc1	-3	2	0.5	-10	0	2	-13	-3	11
17	CCOC(=O)c1ccc(NC(=O)c2ccc(C)c(S(=O)(=O)N3CCOCC3)c2)cc1	4	18	13	30*	-11	1	39*	-16	29*
18	CC1CCCN(C(=O)NC(=O)c2ccc(Cl)cc2)C1 (stereo unspecified)	-3	1	2.1	-11	2	17	3	1	-1
19	Clc1ccccc1OCCCn1ccnc1	-21	1	1.5	-5	-6	12	-4	1	6
20	CCOC(=O)C1(Cc2cccc(F)c2)CCN(C(=O)c2cscn2)CC1	0	1	0.8	0	-2	16	2	1	0
21	O=C1NC2=C(C(=O)CCC2)C(c2ccccc2Cl)N1 (stereo unspecified)	0	0	0.5	-15	-1	-2	0	1	16
22	O=C(Nc1ccc2c(c1)OCCO2)C(c1ccccc1)n1c(=O)c(-c2ccco2)nc2ccccc21 (stereo unspecified)	5	1	x	x	-6	x	-1	-1	-4
23	Cc1c(NC(=O)c2cc3ccccc3o2)c(=O)n(-c2ccccc2)n1C	1	1	0.4	3	-3	3	-4	1	0
24	CC1Cc2ccccc2N1C1=CC(=O)CCC1 (stereo unspecified)	-3	0	0.3	-5	-9	-14	3	2	5

Ordered by formula weight (rising): 4 of the compounds above
item	Structure	CHRM5 agonist	M4 ag	CHO-K1 Ca ag	CHO-K1 Ca antag	CHRM4 PAM	CHO-K1 Ca PAM	CHRM4 antagonist	M5 PAM	CHRM5 antagonist
21	O=C1NC2=C(C(=O)CCC2)C(c2ccccc2Cl)N1 (stereo unspecified)	0	0	0.5	-15	-1	-2	0	1	16
18	CC1CCCN(C(=O)NC(=O)c2ccc(Cl)cc2)C1 (stereo unspecified)	-3	1	2.1	-11	2	17	3	1	-1
14	N#CCSc1nc(-c2ccccc2)nc2ccc(F)cc12	-6	1	-0.3	4	0	-2	-11	5	11
20	CCOC(=O)C1(Cc2cccc(F)c2)CCN(C(=O)c2cscn2)CC1	0	1	0.8	0	-2	16	2	1	0

More compounds:
item	Structure	CHRM5 agonist	M4 ag	CHO-K1 Ca ag	CHO-K1 Ca antag	CHRM4 PAM	CHO-K1 Ca PAM	CHRM4 antagonist	M5 PAM	CHRM5 antagonist
25	COc1cccc(/C=N/NC(=O)CN(C2=NS(=O)(=O)c3ccccc32)c2ccccc2)c1	0	2	0.4	-7	2	11	-3	-2	0
26	COc1ccc(N2C(=O)C3CCCN3C2=S)cc1 (stereo unspecified)	-4	3	1.6	-13	6	10	-4	1	0
27	Cn1nc(C(=O)Nc2cccc(C(=O)NC3CC3)c2)c2ccccc2c1=O	4	3	1.2	4	-1	14	-3	8	-10
28	CCOc1ccccc1-c1cc(C(=O)N/N=C(\C)c2cccnc2)c2ccccc2n1	-2	5	0.6	-10	6	15	-7	-3	0
29	COc1cc(OC)cc(C(=O)NCC(=O)OCC(=O)NC(C)CCc2ccccc2)c1 (stereo unspecified)	-6	0	0.1	-14	-3	12	-5	21*	-8
30	O=C(Cc1ccc(NC(=O)C2CCN(C(=O)CCc3ccccc3)CC2)cc1)Nc1ccc(C(=O)N2CCOCC2)cc1	-4	0	-0.3	4	-2	-12	-4	1	-5
31	CC(=O)Nc1ccc(S(=O)(=O)NCC(CCC(=O)O)C(F)(F)F)cc1 (stereo unspecified)	0	2	-0.1	20	0	12	5	4	8
32	COc1ccc(Cl)cc1NC(=O)CCn1c(=O)oc2ccccc21	-5	3	0.8	10	7	-9	1	0	0
33	CCc1c(C)[nH]n(-c2nc(-c3cccc([N+](=O)[O-])c3)cs2)c1=O	5	6	4.4	-6	-2	19	-1	-6	3
34	COc1cccc(-n2c(SCC(=O)NC3CCCCC3)nc3n[nH]c(C)c3c2=N)c1	-5	2	1.0	-16	0	20	-3	0	5
35	Cc1ccc(NC(=O)COC(=O)Cc2c[nH]c3ccccc23)cc1C	-6	3	1.6	-1	5	-6	5	3	4
36	COc1ccc(NC2CCCN(C(=O)c3cccnc3)C2)cc1 (stereo unspecified)	-4	1	0.3	-8	-2	-4	-2	-2	5
37	Cc1nnc(SCCCN2C(=O)c3ccccc3C2=O)o1	-2	1	0.3	-5	4	4	-4	7	-12
38	COc1ccc(-c2nc(CSCC(=O)NCc3ccc4c(c3)OCO4)c(C)o2)cc1	1	0	0.7	-2	1	0	-3	-4	2
39	COc1ccc(NC(=S)NNC(=O)CCn2cc([N+](=O)[O-])cn2)cc1	1	1	0.5	-10	0	14	-2	7	6
40	CCc1ccc(OCCn2ccnc2)cc1	-13	1	1.1	-5	-3	17	6	0	1
41	Cc1ccc(N(CC(=O)N/N=C/c2ccc(OC3CSC3)cc2)S(=O)(=O)c2ccccc2)c(C)c1	-1	0	0.2	-2	-4	14	-7	2	-5
42	COc1cccc(OCc2cc(C(=O)NC(C)c3cnn(C)c3C)no2)c1 (stereo unspecified)	-2	1	1.1	-5	-3	-1	4	0	-2
43	O=C(NC(=O)c1ccccc1)Nc1ccc(-c2cnco2)cc1	-2	1	1.0	4	-1	9	-2	1	1
44	COc1ccc(-n2nc3c(c2NC(=O)c2ccccc2)CS(=O)(=O)C3)cc1	0	1	0.2	-8	7	21	-17	-1	2
45	CC(=O)Nc1c([N+](=O)[O-])cc(C)c(Cl)c1[N+](=O)[O-]	-1	1	1.2	-3	5	15	6	-2	2
46	CC1CN(Cc2ccccc2)C(C)CC1O (stereo unspecified)	-2	1	2.3	-20	-1	13	-9	4	-6
47	COc1ccc(/C=C(/NC(=O)c2cccs2)C(=O)Nc2ccc(C)cc2)cc1OC	3	5	1.6	-3	6	14	6	-2	-6
48	COCCCNC(=O)Cn1cnc2c(OCc3ccccc3)ncnc21	0	0	0.0	-7	4	4	-5	1	2
49	O=C(C1CCCCC1)N1C[C@H](O)[C@@H](n2cc(-c3ccc(F)cc3)nn2)C[C@@H]1c1ccccc1	-1	3	0.6	9	-5	-11	2	-5	8

Results in sequence from above:
Nos. 43 to 49 in CHRM5 antagonist, in turn: 1, 2, 2, -6, -6, 2, 8
Nos. 43 to 49 in CHRM4 antagonist, in turn: -2, -17, 6, -9, 6, -5, 2
Nos. 43 to 49 in CHO-K1 Ca antag, in turn: 4, -8, -3, -20, -3, -7, 9

Screening results from PubChem.
